Furin inhibitor: human furin inhibition; P09958; purified furin, fluorogenic substrate cleavage; inhibition, % at 30 µM; 0.061% of 220,000 active; in the data active = inhibition above about 25%; also: inactives centre near -15
Target sequence (P09958 108-714 limits assumed): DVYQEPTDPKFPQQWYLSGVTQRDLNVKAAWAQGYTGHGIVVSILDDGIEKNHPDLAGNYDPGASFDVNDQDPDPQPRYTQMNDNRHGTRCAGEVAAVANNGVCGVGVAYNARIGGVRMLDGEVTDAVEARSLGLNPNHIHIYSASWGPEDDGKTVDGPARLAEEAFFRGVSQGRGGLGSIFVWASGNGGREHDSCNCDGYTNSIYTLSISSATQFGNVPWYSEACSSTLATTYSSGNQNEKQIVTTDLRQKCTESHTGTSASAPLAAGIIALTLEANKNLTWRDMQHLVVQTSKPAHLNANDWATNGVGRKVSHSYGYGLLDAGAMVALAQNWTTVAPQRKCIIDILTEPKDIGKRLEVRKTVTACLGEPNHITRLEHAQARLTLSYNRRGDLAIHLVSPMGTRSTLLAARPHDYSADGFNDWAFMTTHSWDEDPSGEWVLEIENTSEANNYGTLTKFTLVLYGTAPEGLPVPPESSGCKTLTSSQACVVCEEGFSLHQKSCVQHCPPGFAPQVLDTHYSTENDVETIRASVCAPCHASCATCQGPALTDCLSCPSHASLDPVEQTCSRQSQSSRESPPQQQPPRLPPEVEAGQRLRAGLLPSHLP
PGE2 EP2 inh: EP2 receptor (human) inhibition | 0.52% of 260,000 active | C6 glioma cells expressing human EP2, cAMP TR-FRET; cells stimulated with saturating PGE2 | inhibition, % at 25 µM;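 active = percent inhibition above 40 after rounding to a whole number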;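 also: rat C6 glioma host cells with rolipram phosphodiesterase inhibitor present; the protocol text gives 20 µM as final concentration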
p97 inhibitor: human p97 ATPase inhibition; inhibition, % at 8 µM; recombinant p97 ATPase, Kinase-Glo ATP luminescence, 3 h; AID 1481; P55072; 0.42% of 220,000 active; in the data active = inhibition above about 15%;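 also: 0% = DMSO vehicle and 100% = wells lacking enzyme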
BaF3 tox: parental Ba/F3 viability inhibition as JAK2V617F counter-screen. CellTiter-Glo ATP luminescence. inhibition, % at 5.6 µM. 1.1% of 220,000 active;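 active = inhibition above a per-campaign cutoff, the mean inhibition of all tested compounds plus 3 SD, cut at about 27% in these data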;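 also: 0% = DMSO wells and 100% = JAK Inhibitor I control wells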
RBBP9 inhibitor: human RBBP9 hydrolase inhibition; AID 1515; inhibition, % at 7.94 µM; 0.2% of 220,000 active; recombinant RBBP9, FP-Rh probe fluorescence polarization; O75884;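 active = inhibition above the campaign mean of all tested compounds plus 3 SD, cut at about 14% in these data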;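 also: plate controls were DMSO wells with RBBP9 for no effect and wells lacking RBBP9 protein for full effect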
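System: RBBP9 protein / Buffer or medium: Tris/NaCl buffer pH 8.0 with 0.1% Pluronic / Probe or stimulus: Serine-hydrolase probe FP-Rh, 375 nM pre-mixing / Dosing: 7.94 µM single dose, 0.794% DMSO / Times: enzyme-compound preincubation 30 min, then probe labeling 45 min, 25 °C / Technique: fluorescence polarization (mP), excitation 525 nm, emission 598 nm / Replication: singlicate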
Ba/F3 V617F tox: loss of viability in JAK2V617F-driven Ba/F3 cells; 1.1% of 220,000 active; Ba/F3 EpoR-JAK2V617F viability, ATP luminescence; AID 1446; inhibition, % at 5.6 µM;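 active = inhibition above the campaign mean plus 3 SD over all tested compounds, cut at about 24% in these data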;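 also: cytokine-independent growth of Ba/F3 cells driven by EpoR plus mutant JAK2; 0% = DMSO-treated cells and 100% = JAK inhibitor I control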
PPC-1+TRAIL kill: compounds killing PPC-1 cancer cells with TRAIL present (potentiator screen, no TRAIL-free arm) | PPC-1 cells + TRAIL, ATPLite viability luminescence | cell killing (% activity), % at 4 µM | 0.41% of 220,000 active | AID 1443;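 active = cell killing above 50% in the first pass at 4 µM, then a duplicate retest at 5 µM averaging 50% or more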;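 also: plate controls were cells with TRAIL plus DMSO for no effect and medium-only wells lacking cells for full effect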
Tb hexokinase: T. brucei hexokinase 1 inhibition | inhibition, % at 10 µM | 0.11% of 220,000 active | recombinant TbHK1, G6PDH-coupled NADH A340 | AID 1430;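 active = inhibition of 50% or more in the single-dose primary screen; inactive = inhibition below 50%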
NCF1 inh: inhibitors of human p47phox binding | AID 1274 | p47phox/p22phox peptide binding, fluorescence polarization, 2 h | 0.53% of 220,000 active | inhibition, % at 24.7 µM | P14598;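 active = inhibition above about 30%, limit read from the data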;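 also: 0% = p47phox with labelled peptide and 100% = labelled peptide alone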
Target sequence (P14598 whole entry, looked up): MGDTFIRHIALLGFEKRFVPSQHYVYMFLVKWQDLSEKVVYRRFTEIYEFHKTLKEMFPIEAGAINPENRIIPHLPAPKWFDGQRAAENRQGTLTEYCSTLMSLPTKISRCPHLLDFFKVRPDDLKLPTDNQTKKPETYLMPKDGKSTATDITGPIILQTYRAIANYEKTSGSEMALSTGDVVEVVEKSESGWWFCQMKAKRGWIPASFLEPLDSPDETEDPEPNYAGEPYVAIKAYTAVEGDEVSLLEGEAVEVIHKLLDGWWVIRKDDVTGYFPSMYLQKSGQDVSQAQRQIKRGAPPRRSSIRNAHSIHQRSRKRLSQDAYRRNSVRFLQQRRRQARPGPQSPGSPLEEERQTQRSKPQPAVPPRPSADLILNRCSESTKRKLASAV
* = called active by the depositor; nt = not tested or not shown; & = joins results of further samples; [ ] = remark or other dose. This is a subset (hit frequency here may not be typical).

SMILES	Furin inhibitor	PGE2 EP2 inh	p97 inhibitor	BaF3 tox	RBBP9 inhibitor	Ba/F3 V617F tox	PPC-1+TRAIL kill	Tb hexokinase	NCF1 inh
CCOC(=O)c1sc2nc(NC(=O)C3CC3)sc2c1C	-18	8	-5	7	-7	0	-5	-31	0
CSc1ccccc1NC(=O)Nc1cccc(Cl)c1C	-1	2	-7	8	-3	5	4	10	0
COc1ccc(NC(=O)c2cnc(C)cn2)cc1-n1cnnn1	-14[20 µM]	12	3	1	-8	-1	18	-12	4
Cc1cccc(C)c1NC(=O)COC(=O)Cc1ccsc1	-21	3	6	2	2	1	3	0	-2
COc1ccc(N2C(=O)NC3CC2(C)Oc2ccc(Cl)cc23)cc1OC (stereo not given)	-30	nt	3	0	1	-3	1	4	2
Cc1ccc(S(=O)(=O)N2Cc3ccccc3CC2C(=O)Nc2ccc3c(c2)OCO3)cc1 (stereo not given)	-12[20 µM]	6	2	3	-8	-2	13	-4	-10
O=C(NCc1cccnc1)C1c2ccccc2C(=O)N1C1CCCC1 (stereo not given)	-5	9	4	0	-6	-4	-8	-1	3
O=C(NC1CCCC1)C1CCN(S(=O)(=O)c2cccc3cccnc23)CC1	-14	12	-1	9	1	-3	-9	1	-24
CC1CCCN(C(=O)C2CCN(CCCc3ccccc3)CC2)C1 (stereo not given)	-19	16&8	1	5	-9	-1	6	-5	0
O=C(NCc1ccncc1)Nc1cc(Cl)ccc1Cl	-18	-1	1	10	-2	4	6	-5	-2
Cc1ccc(C(CCN(Cc2ccccc2)C(=O)c2ccco2)c2ccco2)cc1 (stereo not given)	-6	3	-6	5	-8	0	12	27	-81
CCCCNCCOCCOc1ccc(C)cc1Br	-18	5	4	6	0	0	5	28	-3
O=[N+]([O-])c1ccc(C2=NN(CCO)C(=Nc3ccc(OC(F)(F)F)cc3)SC2)cc1	-5	13	-1	4	-2	-1	17	-5	-12
CCCc1[nH]nc2c1C(c1ccc(O)cc1OCC)C(C#N)=C(N)O2 (stereo not given)	-22	8	-2	9	-1	2	5	2	-10
Cc1ccc(C2C(C=Nc3c(C)n(C)n(-c4ccccc4)c3=O)=C(c3ccccc3)Oc3ccccc32)cc1 (stereo not given)	-19[20 µM]	12	2	5	-11	0	15	-82	-10
O=C(Nc1ccc([N+](=O)[O-])cc1)C1CC12CCC2 (stereo not given)	5	4	0	0	-5	3	-1	-14	5
CCOC(=O)c1cc(CC)sc1/N=C/c1c(O)ccc2ccccc12	-13	3	0	-4	-4	0	9	2	-22
CCCCNC(=O)C1CCC(CNS(=O)(=O)c2ccc(NC(C)=O)cc2)CC1 (stereo not given)	-5	9	-6	-2	-4	3	41	3	-9
N#CC1=C(N)N(c2ccc(F)cc2)C(=O)C1	-22[20 µM]	2	-3	5	0	4	-4	-8	-12
CCOC(=O)CSc1nc2ccc(NC(C)=O)cc2s1	-30	10	5	1	-2	-3	-14	3	-11

Among those listed so far, these have a nitro group on carbon:
SMILES	Furin inhibitor	PGE2 EP2 inh	p97 inhibitor	BaF3 tox	RBBP9 inhibitor	Ba/F3 V617F tox	PPC-1+TRAIL kill	Tb hexokinase	NCF1 inh
O=[N+]([O-])c1ccc(C2=NN(CCO)C(=Nc3ccc(OC(F)(F)F)cc3)SC2)cc1	-5	13	-1	4	-2	-1	17	-5	-12
O=C(Nc1ccc([N+](=O)[O-])cc1)C1CC12CCC2 (stereo not given)	5	4	0	0	-5	3	-1	-14	5

Next part
SMILES	Furin inhibitor	PGE2 EP2 inh	p97 inhibitor	BaF3 tox	RBBP9 inhibitor	Ba/F3 V617F tox	PPC-1+TRAIL kill	Tb hexokinase	NCF1 inh
C=CCn1c(COc2ccc(Cl)cc2)nnc1SCC(=O)N/N=C/c1ccccc1	-11[20 µM]	8	-4	4	-6	0	-10	-4	-2
CCCS(=O)(=O)N1CCN(c2ccccn2)CC1	-1[20 µM]	6	3	3	-1	-2	3	-2	-6
O=C(Cn1cccc1)Nc1ccc(F)cc1F	-26	8	5	2	-5	-3	-11	6	9
Cc1nnc(SCC(=O)N2CCc3ccccc32)s1	-7[20 µM]	5	2	6	3	3	7	1	-10
O=C(Nc1ccccn1)C1CCN(S(=O)(=O)c2cccs2)CC1	-13	1	-1	8	3	-1	1	3	-7
COc1ccc(CNc2ccccc2)cc1Br	-10[20 µM]	13	2	5	3	2	3	8	-10
COc1ccc(Cl)cc1S(=O)(=O)N1CCN(Cc2ccc3c(c2)OCO3)CC1	-8[20 µM]	6	-2	5	-4	1	-11	3	-10
COc1ccc(NC(=O)CSc2c3c(nc4cc(Cl)ccc24)CCCC3)cc1OC	-9	1	5	7	-1	-2	8	-10	3
Cc1ccc(NC(=O)C(Nc2ccccc2)c2ccccc2)cc1 (stereo not given)	-6	3	-2	7	-8	3	4	34	-18
CN(C)c1cc(-c2ccc(Cl)c(Cl)c2)oc(=O)c1Cl	-22	5	3	-6	-1	3	7	-19	-43
COc1ccc(N2CCN(c3nc4c(c(=O)n(C)c(=O)n4C)n3Cc3ccccc3)CC2)cc1	-8	-1	-4	4	-9	-3	4	-3	-9
Cc1ccc(C(=O)Nc2ccc(N3CCN(S(C)(=O)=O)CC3)cc2)cc1C	-26	15&12	1	7	-1	3	nt	1	5
Cc1cc(C)n(CCC(=O)N/N=C/c2ccc(Cl)c([N+](=O)[O-])c2)n1	-18	13	-4	2	-4	0	10	3	8
COC(=O)c1cc(Cl)c(NC(=O)c2ccco2)cc1OC	-17[20 µM]	12	0	-1	1	-1	-10	-5	-12
Nc1cc2c(cc1O)CCCC2	-20	4	3	2	1	1	14	-14	-8
Cc1c(N=Cc2c(O)n(C3CCCCC3)c(=O)[nH]c2=O)c(=O)n(-c2ccccc2)n1C	0	13	-4	2	-7	-1	0	-27	-16
COC(=O)C1=C(N)Oc2cc(N(C)C)ccc2C1c1ccccc1OC (stereo not given)	-16	10	5	5	6	-4	9	20	-62
Cc1cc(Cl)n2c(nc3ccccc32)c1C#N	-25	7	6	29*	-4	76*	4	-6	2
Cc1cc(C(=O)Nc2ccc(N3CCCC3)c(Cl)c2)ccc1[N+](=O)[O-]	0	3	0	11	7	6	22	0	-6
CC(C)c1nnc(SCC(=O)N2CCc3ccccc32)n1C	-6[20 µM]	7	-2	6	-8	1	12	8	-7

An excerpt from above in order of SMILES length, high to low.
SMILES	Furin inhibitor	PGE2 EP2 inh	p97 inhibitor	BaF3 tox	RBBP9 inhibitor	Ba/F3 V617F tox	PPC-1+TRAIL kill	Tb hexokinase	NCF1 inh
Cc1cc(C(=O)Nc2ccc(N3CCCC3)c(Cl)c2)ccc1[N+](=O)[O-]	0	3	0	11	7	6	22	0	-6
CC(C)c1nnc(SCC(=O)N2CCc3ccccc32)n1C	-6[20 µM]	7	-2	6	-8	1	12	8	-7
Nc1cc2c(cc1O)CCCC2	-20	4	3	2	1	1	14	-14	-8

New compounds follow:
SMILES	Furin inhibitor	PGE2 EP2 inh	p97 inhibitor	BaF3 tox	RBBP9 inhibitor	Ba/F3 V617F tox	PPC-1+TRAIL kill	Tb hexokinase	NCF1 inh
Fc1ccccc1/C=N/n1cc(-c2ccccc2)[nH]c1=S	-23	5	5	-7	-11	-7	-3	-14	-15
COc1ccc(C(=O)N/N=C/c2cc3ccccc3[nH]c2=O)cc1	-12	8	-1	2	-3	2	8	-18	1
CCc1ccc(Nc2nnc(SCc3cc(=O)n4ccsc4n3)s2)cc1	-19[20 µM]	nt	2	5	-6	-1	13	-16	-25
Cc1cc(NC(=O)CSc2nnc(-c3ccoc3C)o2)no1	-11	4	-2	12	-2	4	21	4	-15
CC(=O)c1c(N2CCN(C)CC2)nc(=S)n(Cc2ccccc2)c1C	-14	3	3	-1	-1	-1	20	-11	-7
Cc1occc1C(=O)Nc1cccc([N+](=O)[O-])c1C	-13	5	7	-6	2	0	4	-11	-6
CC(C)(C)c1cc(CN2CCN(CCC#N)CC2)cc(C(C)(C)C)c1O	-17	18	0	3	-4	0	7	5	-9
O=C(O)CCC(=O)OCC1CCCCC1	-2[20 µM]	11	-6	5	-13	2	16	-3	-5
Fc1ccccc1OCCSc1ncnc2nc[nH]c12	-17	7	2	8	-4	2	3	1	-5
O=C(NC1CCSC1=O)c1cccc(C(=O)NC2CCSC2=O)c1 (stereo not given)	-19	14	-1	0	-3	-4	1	2	-5
COCCOC(=O)c1c(C)oc2ccc(OC(=O)c3c(OC)cccc3OC)cc12	-5	3	-7	-1	-9	-1	9	-10	-15
c1ccc2c(c1)CCNC2c1ccncc1 (stereo not given)	-9	7	9	1	1	-7	-6	-6	-15
COc1ccccc1N=c1sc2ccccc2n1C	1[20 µM]	9	-3	1	-5	-2	14	-3	3
O=C(NCC(c1ccc(F)cc1)N1CCOCC1)c1c(F)cccc1F (stereo not given)	-24	4	1	-1	1	-2	15	5	-9
C(=N\N(Cc1ccccc1)c1ccccc1)/c1cccnc1	-11	11	-1	7	-2	2	7	-9	-9
Cc1c(Cl)cccc1NC(=O)CC(C(=O)O)C1CCCO1 (stereo not given)	-22	1	-3	5	-12	4	4	8	-2
CCOC(=O)c1sc2ncn(/N=C/c3ccc(O)cc3)c(=O)c2c1C	-5	14	-2	4	-5	2	-1	-4	-11
COc1cc(O)c(C(CC(=O)N2CCOCC2)c2ccc(N(C)C)cc2)c(OC)c1 (stereo not given)	-11	10	nt	nt	nt	nt	11	-10	3
CN(C1CCCCC1)S(=O)(=O)c1ccc(-c2ccccn2)s1	-2	3	6	1	-1	-1	15	-7	-6
CCOc1ccc2nc(NC(=O)C(NS(=O)(=O)c3cccc4nsnc34)C(C)C)sc2c1 (stereo not given)	0	9	-6	13	-17	5	11	-15	-1
N#CCNC(=O)c1cccn1-c1ncc(C(F)(F)F)cc1Cl	-14	3	-1	8	-2	4	19	-6	-13
Cc1sc2ncnc(Nc3ccc(O)cc3)c2c1C	-18	18	9	0	6	-4	15	-10	-23
Cc1cc(Nc2nc3ccccc3[nH]c2=O)n(-c2ccccc2)n1	-8	nt	-6	4	-12	3	7	-9	-1
CCOc1cccc(-c2nnc3sc(COc4ccc(OC)cc4)nn23)c1	-18[20 µM]	9	-2	4	-10	-3	7	6	-27
COc1cccc(/C=C/C(=O)OC(C)C(=O)Nc2c(C)n(C)n(-c3ccccc3)c2=O)c1 (stereo not given)	-22	0	1	2	13	-4	25	-13	nt
O=C(Cn1cccc1C(=O)c1ccccc1)NCc1cccnc1	-13	10	4	3	-8	-2	16	-5	-18
O=C(CCc1ccccc1)NCCSCc1c(F)cccc1Cl	-12	6	0	4	1	1	28	2	-4
O=S(=O)(Nc1ccc2c(c1)OCCO2)c1ccc(Br)s1	-14[20 µM]	2	-2	10	-10	6	-4	-6	-5
CC(=O)NS(=O)(=O)c1ccc(NC(=O)c2cc(-c3ccc(C)c(C)c3)nc3ccccc23)cc1	-15[20 µM]	5	-2	3	-15	0	32	-14	-13
CCCOc1ccc(C2c3c(oc4cc(C)c(C)cc4c3=O)C(=O)N2CCCN2CCOCC2)cc1 (stereo not given)	-9	7	-9	1	-3	0	29	-15	-30
CCCCn1c(SCC(=O)N2CC(C)CC(C)C2)nc2cc(S(N)(=O)=O)ccc21 (stereo not given)	-13	11	1	4	8	-2	18	3	-2
COc1ccc(C2CC(=O)C(C=NCCN3CCN(C(C)=O)CC3)=C(O)C2)cc1 (stereo not given)	2[20 µM]	8	0	-1	-1	-1	-5	-2	-13
S=c1[nH]nc(-c2ccc(Cl)cc2Cl)n1Cc1ccccc1	2	2	-6	5	-1	4	33	0	-13
CN(NC1OC(=O)c2ccccc21)c1ccccc1[N+](=O)[O-] (stereo not given)	1	13	4	1	8	-3	9	-42	-2
CCc1cccc(CC)c1NC(=S)NCC(c1cccnc1)N1CCOCC1 (stereo not given)	-19	4	7	6	1	0	25	-8	-41
